IMPase Li inh – qHTS Assay for Identifying the Cell-Membrane Permeable IMPase Inhibitors: Potentiation with Lithium; CHO-M1 cells, IP1 TR-FRET (IP-One), carbachol + lithium; 210,000 tested, 0.35% active; Potency, µM (titrated, usually from 59.4 µM), without a hit: at the top dose activity, negative = IMPase inhibition, hits mostly inhibitors;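 further: IP1 builds up when IMPase is blocked and the TR-FRET signal falls; potency means the concentration at half of the fitted maximal effect; plate controls were basal vehicle for no effect and high inhibitor control for full effect; nearly all actives have a fitted effect of over 50% in size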
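CHO-M1, 2000 cells/well, 16–30 h culture; cpd + low Li+, 30 min 37C; lysis with d2-IP1/Eu-anti-IP1 Ab, 10 min RT; TR-FRET 665/620 ratio and 620 channel; AC50 via Hill.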
GLA spleen mod – qHTS Assay for Inhibitors and Activators of Human alpha-Galactosidase From Spleen Homogenate | human spleen homogenate, 4MU-alpha-Gal fluorescence, 40 min | Potency, µM (highest dose often 80 µM), for the others: top-dose activity change, negative = inhibition, actives largely listed as inhibitors | 240,000 tested, 0.008% active;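 further: potency means the concentration at half of the fitted maximal effect; 0% = enzyme with vehicle and -100% = no enzyme basal signal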
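Human spleen homogenate (1 ug) as enzyme source, 4-methylumbelliferyl-alpha-D-galactopyranoside 1 mM final, citrate/phosphate pH 5.0 with 0.01% Tween-20. Compounds 40 min at 37C, NaOH/glycine stop; fluorescence Ex 365/Em 440, Hill-fit AC50.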
LMNA splice mod – qHTS Assay for Modulators of Lamin A Splicing. AID 1487, 2009. HeLa LMNA splicing GFP/RFP minigene ratio, 48 h. Potency, µM (top dose mostly 46.1 µM), without a hit: at the top dose ratio change, negative = inhibition, most hits filed as inhibitors. 200,000 tested, 0.01% active; active means well fitted inhibition curve with a large enough effect in the signal ratio, with a control signal flat, not every such curve was filed as active; inconclusive means small, poorly fitted or top-dose-only effect, or effect the other way, or a change in a side signal; the % refers to the signal ratio; further: potency means the concentration at half of the fitted maximal effect; on the % scale 0 is the no-effect control and ±100 the full control effect
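Read-out is the ratio of GFP to DsRed2 object intensity, acquired by 488 nm laser-scanning cytometry on HeLa lamin A-EGFP minigene reporter cells. Compound incubation 48 hrs at 37 °C in Opti-MEM with 2% FBS; DMSO 0.5% final.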
NPSR antag – qHTS Assay for Antagonists of the Neuropeptide S Receptor: cAMP Signal Transduction; Q6W5P4; CHO-NPSR cells, cAMP TR-FRET, antagonist mode; Potency, µM (titrated, usually from 38.3 µM), for the others: at the highest dose activity change, negative = inhibition, most hits filed as inhibitors; 220,000 tested, 1% active; AID 1461, 2008; further: potency means the concentration at half of the fitted maximal effect; on the % scale 0 is the no-effect control and ±100 the full control effect; nearly all actives have a fitted effect of over 50% in size; many of its hits are not listed in these tables
Target sequence (Q6W5P4 whole entry, looked up): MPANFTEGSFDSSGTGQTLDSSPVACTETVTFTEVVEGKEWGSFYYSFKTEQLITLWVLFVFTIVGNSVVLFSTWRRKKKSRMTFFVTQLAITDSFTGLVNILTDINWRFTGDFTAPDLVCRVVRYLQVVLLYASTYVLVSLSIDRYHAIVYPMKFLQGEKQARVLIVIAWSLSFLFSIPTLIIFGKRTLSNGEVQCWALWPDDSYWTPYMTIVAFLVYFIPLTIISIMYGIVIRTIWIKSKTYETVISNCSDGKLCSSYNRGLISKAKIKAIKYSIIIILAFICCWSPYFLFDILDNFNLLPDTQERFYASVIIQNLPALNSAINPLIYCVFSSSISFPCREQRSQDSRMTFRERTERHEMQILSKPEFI
CBFb RUNX1 block – qHTS Assay for Compounds Blocking the Interaction Between CBF-beta and RUNX1 for the Treatment of Acute Myeloid Leukemia | 230,000 tested, under 10 active | AlphaScreen CBFb-His/RUNX1-biotin binding, biochemical | AID 1477, 2009 | Potency, µM (titrated, usually from 59.8 µM), for the others: at the highest dose activity, negative = inhibition, usual class: inhibitors; further: % of control where 0% means no effect
Target sequence (Q01196 whole entry, looked up): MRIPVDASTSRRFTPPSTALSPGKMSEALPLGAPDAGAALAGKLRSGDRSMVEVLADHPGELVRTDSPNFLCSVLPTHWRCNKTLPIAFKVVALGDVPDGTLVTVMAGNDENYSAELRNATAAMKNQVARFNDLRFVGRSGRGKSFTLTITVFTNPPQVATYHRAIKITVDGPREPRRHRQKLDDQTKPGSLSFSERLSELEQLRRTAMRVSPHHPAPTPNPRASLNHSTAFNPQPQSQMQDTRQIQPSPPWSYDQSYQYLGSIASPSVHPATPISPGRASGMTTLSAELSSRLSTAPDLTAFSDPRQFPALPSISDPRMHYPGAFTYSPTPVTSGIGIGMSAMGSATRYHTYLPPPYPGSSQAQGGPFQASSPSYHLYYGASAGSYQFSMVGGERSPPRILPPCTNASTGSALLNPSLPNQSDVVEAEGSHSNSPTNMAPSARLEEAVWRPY
Target sequence (Q13951 whole entry, looked up): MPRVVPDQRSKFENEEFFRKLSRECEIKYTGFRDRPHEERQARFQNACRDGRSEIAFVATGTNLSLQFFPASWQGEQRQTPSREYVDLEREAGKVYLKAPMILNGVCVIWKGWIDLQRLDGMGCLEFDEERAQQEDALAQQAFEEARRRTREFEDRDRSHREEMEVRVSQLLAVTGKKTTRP
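Room-temperature protein-protein interaction test with 30 nM each of His-tagged CBF-beta and biotinylated RUNX1, 15 min with compound, then 90 min with nickel plus streptavidin beads. Signal read in AlphaScreen mode.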
Epigenetic derep – Quantitative High-Throughput Screen for Regulators of Epigenetic Control | murine LDR cells, GFP reporter derepression, 30 h | Potency, µM (doses to about 53.9 µM), without a hit: top-dose GFP activation, usual class: activators | 280,000 tested, 0.2% active; further: potency means the concentration at half of the fitted maximal effect; % of control where 0% means no effect; nearly all actives have a fitted effect of over 60% in size
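Readout is the number of GFP-expressing murine LDR cells, counted by cytometry following washing. Cells were treated with compound for 30 h at 37 C; the stably integrated CMV-GFP locus is normally silent.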
Luc counter – Counterscreen for Luciferase (Kinase-Glo TM) Inhibition; Luciferin 4-monooxygenase (Photuris pensylvanica), Q27757; Kinase-Glo luciferase, ATP luminescence, 8 min; AID 1379, 2008; 200,000 tested, 0.28% active; Potency, µM (doses to about 38.3 µM), without a hit: at the highest dose activity change, negative = inhibition, most hits filed as inhibitors; further: potency means the concentration at half of the fitted maximal effect; on the % scale 0 is the no-effect control and ±100 the full control effect; nearly all actives have a fitted effect of over 60% in size
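Recombinant Kinase-Glo luciferase, 10 uM ATP (linear range), luciferin; imidazole pH 7.2 / KCl / MgCl2 / Tween / BSA buffer; 8 min RT; luminescence.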
An asterisk follows results filed as active; ? = inconclusive; nt = no result given; [ ] = another dose, or the depositor's remark. Unless noted, the call rests on the fitted dose curve; in most records, active means well fitted curve in the direction sought with a large enough effect; inconclusive means small, poorly fitted or top-dose-only effect, or another doubt; inactive means no such curve, though single readings can be large; an effect the other way counts as inactive or inconclusive.

Results follow in this order: GLA spleen mod, LMNA splice mod, NPSR antag, Luc counter, IMPase Li inh, CBFb RUNX1 block, Epigenetic derep
COCCNc1ccnc(-c2ccccc2C)n1
    -3.3%, 10.7%, nt, nt, 3.4%, nt, nt
COc1cccc(CNC(=O)C2CCN(S(=O)(=O)c3cccc4cccnc34)CC2)c1
    2.4%, -7.5%, 3.0%, 13.8%, 2.9%, 8.7%[2.36 µM], 2.5%
CCOc1ccc(-c2cc(N3C(=O)Nc4ccccc4N3O)n[nH]2)cc1
    6.2%, nt, 8.2%, -1.2%, -2.3%, -7.8%, 0.0%
S=C(Nc1ccccc1Cl)N(CCN1CCCCC1)Cc1ccco1
    8.6%, ?, 14.6%, 4.1%, 5.8%, -2.4%, -1.9%
O=C(c1ccco1)N1N=C(c2ccc(Br)cc2)CC1(O)C(F)(F)F (centres undefined)
    2.2%, ?, -49.3%, -0.4%, 4.7%, -1.5%, -1.5%
CCC1C/C(=C\c2cccnc2)C(=O)/C(=C/c2cccnc2)C1 (centres undefined)
    8.3%, ?, -53.0%, -3.6%, 9.4%, -1.1%, 3.0%
COc1ccc2c(c1)C=C(CN1CCC(CO)(CCc3ccccc3)CC1)CO2
    -0.1%, 5.1%[46 µM], 37.9%, 1.1%, 27.1%, -12.3%, 1.0%
COc1ccc(CN2CCC(CO)(Cc3ccccc3C(F)(F)F)CC2)c(F)c1
    2.4%, nt, 30.7%, nt, nt, 16.8%, -6.9%
O=C(CSc1nnc(-c2ccco2)o1)N1CCN(c2ccccc2)CC1
    -4.4%, -18.0%[46 µM], 9.4%, -2.4%, -6.4%, -11.5%, 1.3%
Cc1cc(NC(=O)c2sc(Nc3cccc(C(F)(F)F)c3)nc2N)no1
    -4.4%, -3.5%, -15.0%[46.1 µM], 0.0%, -3.9%[38.3 µM], -13.3%, 0.0%
O=C(NCCOc1ccccc1)C(=O)NCC1CCCO1 (centres undefined)
    0.0%, 4.7%[46 µM], -8.2%, 0.2%, 0.4%, 15.6%, 0.1%
COC(=O)c1cccc(NC(=O)CN2CCN(c3ccc(OC)cc3)CC2)c1
    2.5%, ?, -3.5%[46.1 µM], 0.3%, -0.8%[38.3 µM], -0.2%, 0.8%
Cn1cc(C(=O)NC2C3CC4CC(C3)CC2C4)cn1 (centres undefined)
    -7.6%, 4.0%, 1.2%, -1.9%, -4.1%, 0.0%, 0.1%
COc1cc(/C=N\Nc2nc3ccccc3[nH]2)cc(OC)c1OC
    4.7%, -14.2%, -16.3%[46.1 µM], -20.3%, 30.3%[activator][38.3 µM], -4.4%, 1.3%
COCCCNC(=O)CCc1nc(-c2ccccc2Cl)no1
    10.6%, -7.5%, -15.7%[46.1 µM], -1.9%, 13.8%[38.3 µM], 12.9%, -9.5%
CC(=O)Oc1ccc(C2C3=C(CC(C)(C)CC3=O)Nc3cc4c(cc32)OCCO4)cc1 (centres undefined)
    ?, nt, -25.4%, -4.2%, -16.1%, 8.5%, -1.9%
Nc1nc(-c2nonc2N)no1
    -2.1%, -4.3%[46 µM], 5.6%, -0.2%, -0.8%, -3.4%, ?
COc1ccc2c(c1)C1NC(=S)NC(C)(O2)C1C(=O)Nc1ccc(C)cc1C (centres undefined)
    13.3%, -3.1%, 13.4%, 2.0%, -7.2%, -1.5%, 1.3%
CO[C@]1(NC(=O)[C@H](C(=O)O)c2ccc(O)cc2)C(=O)N2C(C(=O)O)=C(CSc3nnnn3C)CO[C@H]21
    7.4%[29.1 µM], ?, nt, 1.0%[17.1 µM], -4.7%, 4.4%[21.7 µM], 2.4%[16.9 µM]
CN1/C(=C/C(=O)C2CC2)C(C)(C)c2ccccc21
    0.2%, nt, -4.2%, -0.6%, 20.7%, -8.3%, -1.2%
CC(NC(=O)C1C2C=CC(C2)C1C(=O)O)c1ccccc1 (centres undefined)
    2.5%, -1.3%, 1.2%[46.1 µM], -1.0%, 3.4%[38.3 µM], 1.8%, 0.7%
O=[N+]([O-])c1ccc(N/N=C2/CCCCC2c2ccccn2)c([N+](=O)[O-])c1 (centres undefined)
    -3.4%, 3.2%, -4.8%, 1.2%, 7.1%, ?, 0.0%
Nc1nnc(SCC(=O)Nc2ccccc2N2CCOCC2)s1
    -2.7%, 3.5%, -5.0%[46.1 µM], 1.2%, 29.7%[38.3 µM], -5.2%, -1.1%
Fc1ccc(CNc2nc(-c3ccccc3)nc3ccccc23)cc1
    -4.1%, ?, -40.8%, 1.8%, 23.7%, 20.9%, -1.2%
CC12CN(C(=S)Nc3ccccc3)CC(C)(CN(C(=S)Nc3ccccc3)C1)C2=O
    1.7%, nt, 4.7%, 7.8%, -3.2%, 5.0%, -11.7%
CCN(CC)CCN1C(=O)c2oc3ccccc3c(=O)c2C1c1ccc(F)cc1 (centres undefined)
    -4.6%, 4.1%, -16.4%[46.1 µM], -0.7%, 16.2%[38.3 µM], 0.9%, 0.0%
Cc1ccc(CC2SC(=Nc3ccccc3)N(c3ccccc3)C2=O)cc1 (centres undefined)
    5.2%, ?, -21.6%, 1.8%, 6.5%, 10.6%, -1.0%
COCCOC(=O)C1=C(C)NC2=C(C(=O)CC(c3cccs3)C2)C1c1ccsc1 (centres undefined)
    16.5%, ?, -0.9%[46.1 µM], 1.9%, -9.0%[38.3 µM], 8.7%, 0.2%
O=c1[nH]c2cc3c(cc2cc1CN(Cc1ccco1)C(=S)NCC1CCCO1)OCCO3 (centres undefined)
    -7.8%, -0.6%[46 µM], 5.0%, -0.2%, 6.9%, 2.4%, -0.1%
COC(=O)Cn1c(=NC(=O)CN2C(=O)CCC2=O)sc2cc(S(N)(=O)=O)ccc21
    -5.7%, 4.7%, 12.7%, -1.6%, -4.9%, 3.2%, -3.0%
CC(C)c1ccc(S(=O)(=O)c2nnn3c2nc(N2CCCCC2)c2ccccc23)cc1
    0.0%, -5.2%, -35.7%, 2.5%, 4.1%, -2.6%, 1.0%
CCOc1ccc(NC(=O)CN(C)CC(=O)Nc2ccccc2SC)cc1OCC
    -6.1%, -14.5%, -10.7%[46.1 µM], 5.3%, -3.4%, 2.2%, -1.0%
CCOc1ccccc1-n1nnnc1SCC(=O)NC(=O)NCc1ccco1
    9.2%, -0.5%, -20.1%[7.67 µM], -2.9%, 6.4%[38.3 µM], ?, -0.3%
CCOc1ccc(S(=O)(=O)Oc2ccc3ccccc3c2)cc1
    0.7%, -22.4%, -5.8%[46.1 µM], 2.6%, 24.0%, -0.7%, 1.1%
Cc1cc[n+](CCC(=O)O)c2ccccc12
    -3.5%, 16.0%, 0.5%[46.1 µM], -1.4%, 34.2%[activator][38.3 µM], -24.5%, 1.5%
CC(C)OC(=O)NCCOC(=O)Nc1ccc(Cl)c(Cl)c1
    -1.0%, ?, -17.0%[46.1 µM], 0.3%, 6.8%, -3.8%, 0.0%
C(=N/Nc1nccs1)/c1cccnc1
    6.6%, nt, 11.7%, -5.9%, -2.1%, -8.8%, 5.5%
Cc1ccc(S(=O)(=O)N(CC(=O)NC2CCCC2)c2cccc(C)c2)cc1
    -1.0%, ?, -25.0%, 1.2%, 8.9%, 1.1%, -1.0%
Cc1noc(C)c1CSc1nc2ccccc2c(=O)n1-c1ccc(Cl)cc1
    -0.9%, -8.6%, 10µM*, 0.0%, 43.9%[38.3 µM], -1.8%, -2.3%
COC(=O)C(CCSC)NC(=O)CNS(=O)(=O)c1ccc(F)cc1 (centres undefined)
    6.3%, 2.7%, -9.2%[46.1 µM], 0.0%, -6.7%[38.3 µM], 0.3%, 0.0%

Next section, starting with the last two of the part before.
Results follow in this order: GLA spleen mod, LMNA splice mod, NPSR antag, Luc counter, IMPase Li inh, CBFb RUNX1 block, Epigenetic derep
Cc1noc(C)c1CSc1nc2ccccc2c(=O)n1-c1ccc(Cl)cc1
    -0.9%, -8.6%, 10µM*, 0.0%, 43.9%[38.3 µM], -1.8%, -2.3%
COC(=O)C(CCSC)NC(=O)CNS(=O)(=O)c1ccc(F)cc1 (centres undefined)
    6.3%, 2.7%, -9.2%[46.1 µM], 0.0%, -6.7%[38.3 µM], 0.3%, 0.0%
Cc1c(C(=O)N/N=C/c2ccc(N3CCOCC3)cc2)nc2ccccn12
    -1.8%, nt, 0.5%, -1.4%, 2.7%, -10.1%, -2.7%
COc1ccc(S(=O)(=O)N2CCOCC2)cc1NC(=O)CN1CCCCCC1
    1.9%, nt, 0.5%, 0.1%, 8.6%, 2.8%, 1.8%
COc1cc(OC)c(NC(=O)CCNS(=O)(=O)c2cc(Br)cnc2N)cc1Cl
    -3.4%, -15.1%, -17.9%[46.1 µM], 3.3%, -2.5%, 3.7%, 0.0%
CCOCCCNC(=O)C1CCC(CNS(=O)(=O)c2ccc(Cl)cc2)CC1 (centres undefined)
    -4.8%, 0.2%, -18.6%[46.1 µM], -1.1%, -17.1%[38.3 µM], 0.2%, -0.4%
CCCCc1cc(=O)oc2cc(C)cc(OC(C)C(=O)O)c12 (centres undefined)
    -7.7%, -12.9%, -6.2%[46.1 µM], 4.3%, 5.0%[38.3 µM], 2.6%, -6.3%
Cc1cc(C(=O)OCC(=O)NCc2ccco2)c(C)n1-c1ccc(F)cc1
    -1.1%, ?, ?, 0.5%, 3.5%[38.3 µM], -24.0%, -3.2%
O=C(c1cc2nc(-c3ccco3)cc(C(F)(F)F)n2n1)N1CCCCCC1
    8.9%, ?, -0.9%[46.1 µM], 2.2%, 10.0%[38.3 µM], 13.1%, -7.3%
Cc1cc(C(=O)OCC(=O)Nc2cc(S(=O)(=O)N(C)C)ccc2C)c(C)o1
    -2.9%, nt, -1.1%, nt, -4.6%, 2.9%, -0.3%
O=C1C2C3C=CC(C3)C2C(=O)N1c1n[nH]c(CCc2ccccc2)n1 (centres undefined)
    0.9%, 2.2%, -6.8%[46.1 µM], 5.0%, 20.7%[38.3 µM], 4.5%, 0.0%

Screening results (PubChem)

An excerpt; rates above refer to the full screens.
